Screens from PubChem.
N370S GC mod = inhibits or activates N370S mutant glucocerebrosidase | 330,000 compounds, 0.092% hits | P04062 | AID 2101 | N370S GC spleen homogenate, 4MU-glucoside fluorescence | Potency, µM (series often up to 59.4 µM), for inactives: top-dose activity change, negative = inhibition, most hits filed as inhibitors;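 further: 0% = full enzyme activity and -100% = no enzyme basal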
GCN5L2 inh = inhibitors of human GCN5L2 histone acetyltransferase; 390,000 compounds, 0.21% hits; Potency, µM (titrated, usually from 58.9 µM), for the others: top-dose activity change, negative = inhibition, hits mostly inhibitors; GCN5L2 HAT assay, ThioGlo1 CoA-SH fluorescence; AID 504327; Q92830
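GCN5L2 (20 nM) in 50mM HEPES pH 7.5, 0.1mM EDTA, 0.01% Tween-20 preincubated 15 min with compounds at room temperature. Reaction started with H3(1-25) 75uM, acetyl-CoA 70uM, ThioGlo1 50uM; CoA-thiol fluorescence (Ex340/Em540) read at 0 and 20 min.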
FEN1 inh = inhibitors of human flap endonuclease 1; P39748; Recombinant FEN1 flap cleavage, fluorescence, 15 min; Potency, µM (top dose mostly 114 µM), inactives show top-dose activity change, negative = inhibition, hits mostly inhibitors; 390,000 compounds, 0.35% hits; AID 588795; further: nearly all actives have a fitted effect of over 65% in size
Target sequence (P39748 whole entry, looked up): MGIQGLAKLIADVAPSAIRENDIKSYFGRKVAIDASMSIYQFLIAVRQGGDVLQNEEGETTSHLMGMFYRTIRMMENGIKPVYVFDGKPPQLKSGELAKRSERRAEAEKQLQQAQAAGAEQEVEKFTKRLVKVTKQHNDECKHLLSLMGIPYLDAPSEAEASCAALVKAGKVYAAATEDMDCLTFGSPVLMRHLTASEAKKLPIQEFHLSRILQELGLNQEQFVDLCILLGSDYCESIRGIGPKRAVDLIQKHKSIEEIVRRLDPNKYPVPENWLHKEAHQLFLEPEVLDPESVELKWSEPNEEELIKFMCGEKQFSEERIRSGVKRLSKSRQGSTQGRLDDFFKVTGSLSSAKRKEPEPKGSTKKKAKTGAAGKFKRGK
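FEN1 at 10 nM, compound pretreatment for 15 min (room temperature), 50 nM final substrate to initiate; endpoint reads at 0 and 15 min; DMSO-only plates used as vehicle background.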
An asterisk follows results filed as active; ? = inconclusive; nt = no result given; & = joins results of further samples; [ ] = another dose, or the depositor's remark. The call rests on the fitted dose curve; in most records, active means well fitted curve in the direction sought with a large enough effect; inconclusive means small, poorly fitted or top-dose-only effect, or another doubt; inactive means no such curve, though single readings can be large; an effect the other way counts as inactive or inconclusive. Unless noted, on the % scale 0 is the no-effect control and ±100 the full control effect; potency means the concentration at half of the fitted maximal effect. The list is partial; rates above refer to the full screens.

N370S GC mod	GCN5L2 inh	FEN1 inh	SMILES
-1%	2%	9%	O=C(NCc1ccccc1)c1ccc(/C=N/O)nc1
?	-7%	-13%	Cc1cc(Cl)nc(NC(=O)Nc2cccc(Cl)c2)n1
3%	1%	0%	CC(C)Cn1c(N)c(C(=O)COC(=O)CN2C(=O)C3CC=CCC3C2=O)c(=O)n(C)c1=O (stereo not given)
nt	-1%	-5%	NS(=O)(=O)c1ccc(NC(=O)COC(=O)c2ccc(S(=O)(=O)N3CCOCC3)cc2)cc1
3%	-6%	-13%	COc1cccc(NC(C)C(=O)N2CC(C)OC(C)C2)c1 (stereo not given)
0%	-4%[0.501 µM]	-5%	CC(C)NC(=O)c1ccccc1NC(=O)C1CCCO1 (stereo not given)
nt	-11%	7%	COc1ccc(C(=O)c2cn(Cc3ccc(F)cc3)c3ccc(C)cc3c2=O)cc1
-23%	-8%	22%	COc1ccc(S(=O)(=O)NCC(=O)NC2CC2)cc1OC
nt	0%	-5%	O=C(Nc1ccc2oc(-c3cccc4c(Br)cccc34)nc2c1)c1cccc(Cl)c1
?	-16%	-9%	CC(C)(CNc1ccc([N+](=O)[O-])cc1Cl)CNS(C)(=O)=O
-10%	-1%	1%	COc1ccccc1N1CCN(C2CCCN(C(=O)CCc3ccccn3)C2)CC1 (stereo not given)
-10%	1%	-3%	COc1ccc(CN2CCN(C(=O)C3CCC(CNS(=O)(=O)c4ccccc4)CC3)CC2)c(OC)c1OC (stereo not given)
nt	-10%	-20%	CC(=O)Nc1ccc2nc(SCc3ccccc3)sc2c1
nt	-3%	15%	Cc1ccc(NC(=O)CN2C(=O)COc3ccc(S(=O)(=O)N4CCOCC4)cc32)c(Cl)c1
0%	-2%	-2%	CC1CCN(CCOCCOc2ccc(Cl)cc2Br)CC1
13%	40%[activator]	-4%	Cc1ccc(NC(=S)NC2CCCC2)cc1C
-10%	0%	2%	Cc1ccc(S(=O)(=O)N(C)C)cc1NC(=O)CCc1ccccc1
-12%	-4%	-20%	Cc1cccc(N2CCN(Cc3nc(-c4cccc(Oc5ccccc5)c4)oc3C)CC2)n1
28%&4%	-23%&-28%	17%	CC1(C)C=Cc2cc3ccc(=O)oc3cc2O1
2%	-1%	-2%	O=C(NNc1cc(Cl)cc(Cl)c1)C1CCC1

Quoted from the results shown (two entries):
N370S GC mod	GCN5L2 inh	FEN1 inh	SMILES
nt	-3%	15%	Cc1ccc(NC(=O)CN2C(=O)COc3ccc(S(=O)(=O)N4CCOCC4)cc32)c(Cl)c1
0%	-2%	-2%	CC1CCN(CCOCCOc2ccc(Cl)cc2Br)CC1

Going on with the list:
N370S GC mod	GCN5L2 inh	FEN1 inh	SMILES
9%	-4%	-14%	C=CCn1c(SCCN2C(=O)c3ccccc3C2=O)nc2scc(-c3ccccc3)c2c1=O
-23%	0%	-1%	COc1ccccc1NS(=O)(=O)c1cccc(C(=O)OCC(=O)Nc2cc(C)on2)c1
nt	-2%	12%	CCOc1ccc(NC(=O)c2ccc3c(c2)c(C)c(C)n3Cc2ccc(F)cc2)cc1
?	-17%	-10%	CN1CCCN(S(=O)(=O)c2ccccc2)c2nc3ccccc3nc21
nt	-8%	9%	Cc1ccc(CN2C(=O)c3oc4ccc(C)cc4c(=O)c3C2c2ccc(O)cc2)cc1 (stereo not given)
-7%	-23%	nt	c1nc(NCCN2CCOCC2)c2cc(-c3ccc4c(c3)OCO4)ccc2n1
nt	-13%	-2%	CCc1nnc2c(NCc3ccccc3)nc3ccccc3n12
15%	-9%	-12%	CCC(c1nnnn1CCc1ccccc1)N(Cc1ccco1)Cc1cc2c(C)ccc(C)c2[nH]c1=O (stereo not given)
-22%	0%	6%	O=C(Nc1ccccc1Cl)c1cc[n+]([O-])cc1
5%	-1%	-11%	COc1ccc(CN=C(Nc2ccccc2)SC2CC(=O)NC2=O)cc1 (stereo not given)
-6%	-2%&-1%	5%	COC(=O)C1=C(C)N(Cc2ccccc2)C(=NCc2ccc(OC)cc2)N[C@H]1c1ccccc1
-2%	?	3%	CCOC(=O)c1csc(NC(=O)C2=COCCO2)n1
4%	-5%	-3%	CCC(CC)C(=O)N1CCN(c2cccc(C)c2C)CC1
0%	-7%	-9%	Cc1cccc(NC(=O)C2CCN(S(=O)(=O)c3cccc4nonc34)CC2)c1
-7%	0%	35%[activator]	CS(=O)(=O)N1N=C(c2ccccc2)CC1c1ccc2nccnc2c1 (stereo not given)
-14%	-3%	-5%	O=C(O)C1C2C=CC(C2)C1C(=O)NCCCc1ccccc1 (stereo not given)
-11%	-7%	-3%	Cc1ccc(NC(=S)NCC23C=CC(O2)C2C(=O)N(c4ccc(C)cc4)C(=O)C23)cc1 (stereo not given)
-2%	-12%	-33%	CCOC(=O)c1c(NC(=O)C(C)Sc2c[nH]c3ccccc23)sc2c1CCC2 (stereo not given)
10%	-1%	-5%	O/N=C\c1ccc(-c2ccccc2)o1
-6%	?	nt	COc1ccc(-c2nc3cnc(N4CCNCC4)nc3n(C3CC3)c2=O)cc1
2%	4%	-6%	CCN1CCN(C(=O)c2cc3cc(F)ccc3[nH]2)CC1
1%	-8%	-8%	Cc1ccc(C(=O)COC(=O)c2cc(C)no2)c(C)c1
11%	0%	7%	Cc1ccc(C(=O)OC(C(=O)Nc2ccc(Cl)cc2C(F)(F)F)c2ccccc2)cc1 (stereo not given)
-22%	4%&-5%	7%&-13%	COc1ccccc1N1CCN(S(=O)(=O)c2ccc(-n3cnnn3)cc2)CC1
-11%	1%	2%	Clc1cccc(Cl)c1OCCOCCNCc1ccccc1
-15%	2%	-17%	O=C(C1=C[C@@H](c2ccccc2)C[C@@H](OCCCCO)O1)N1CCOCC1
-15%	-1%	-13%	COc1cccc(NC(=O)CN2C(=O)NC(C)(c3ccc(C)cc3)C2=O)c1 (stereo not given)
10%	-1%	18%	CC(C)N(C(=O)c1sc2cc([N+](=O)[O-])ccc2c1Cl)C(C)C
9%	-6%	7%	Cn1c(SCC(=O)OC2CCCCC2)nnc1-c1ccc(S(=O)(=O)N2CCCC2)cc1
-5%	2%	10%	CCS(=O)(=O)c1ccc(-c2csc(-c3ccc(Cl)cc3)n2)c(Cl)c1Cl
7%	nt	0%	Cc1cc(CNC(=O)Nc2ccc3c(c2)OCO3)nn1C
10%	-6%	17%	CC1CCN(CCCNC(=O)CN2CCN(Cc3ccc(Cl)cc3)C2=O)CC1
2%[12.8 µM]	33%[activator]	1%	COCCN1C(=O)N[C@@H](CCc2ccccc2)[C@H](C(C)=O)[C@H]1C
-10%	-5%	12%	CC(=O)c1c(C)oc2ccc(NS(=O)(=O)c3ccc(C(=O)O)cc3)cc12
nt	-6%	-12%	COc1ccc(C(=O)NCCc2ccc(Cl)cc2)cc1S(=O)(=O)N1CCCCC1C (stereo not given)
-2%	?	45µM*	O=[N+]([O-])c1cc([N+](=O)[O-])c2oc(-c3ccccc3)c(Br)c2c1O
-2%	-5%	-9%	O=C(Nc1ccccc1)c1cccnc1N1CCOCC1
-1%	-1%	-10%	COc1cccc(/C=C/C(=O)Nc2ccc(N3CCOCC3)cc2)c1OC
3%	-2%&-18%	-2%&3%	CCOc1ccc(NC(=O)CCNS(=O)(=O)c2cccc3nonc23)cc1
nt	-7%	13%	Cc1ccc(S(=O)(=O)NOCc2ccccc2)cc1
nt	-8%	-4%	O=C(Nc1ccccc1[N+](=O)[O-])C1=C(O)CCn2c1nc1ccccc12
6%	-24%	-1%	Cc1sc2nc(CSc3ccc([N+](=O)[O-])c(C(F)(F)F)c3)[nH]c(=O)c2c1C
-10%	-6%	nt	NC1=NC(c2ccccc2)N=C(Nc2ccccc2)N1 (stereo not given)
27%	-6%	-1%	CCN(Cc1cc2ccccc2[nH]c1=O)S(=O)(=O)c1ccccc1
-10%	-4%	0%	COc1ccccc1-c1ccc2nnc(SC)n2n1
-27%	-6%	-26%	O=C(Nc1ccc(S(=O)(=O)Nc2nccs2)cc1)c1cc(-c2ccccn2)nc2ccccc12
13%	2%	-1%	COc1ccc(C(=O)NCCC2=CCCCC2)cc1[N+](=O)[O-]
nt	2%	12%	COc1ccccc1C(=O)CC1(O)C(=O)N(CC(N)=O)c2ccccc21 (stereo not given)
nt	-6%	-4%	CCOc1ccc(OCC)c(NC(=O)c2cnc3c(-c4ccccc4)c(C)nn3c2C)c1
nt	-5%	-24%	CCc1ccc(-n2nc(C)c3c(C(=O)Nc4cc(OC)cc(OC)c4)cc(C)nc32)cc1
-9%	-8%	-12%	Cc1ccc(C)n1-c1ccc(C(=O)N/N=C/c2ccncc2)cc1
3%	2%	-11%	CCOC(=O)N1CCN(C(=O)c2csc3c2CCCCC3)CC1
nt	-5%	16%	C=CCN(Cc1ccc(Cl)s1)C(=O)CNC(=O)CNC(=O)c1ccc(Cl)cc1Cl
7%	3%	2%	CC(=O)NCCc1csc(-c2ccccc2)n1
-1%	-3%	-15%	CC(C)c1nnc(NC(=O)CCC(=O)NCc2ccccc2Cl)s1
3%	-6%	2%&12%	CCOc1nc(C#N)nc(N2CCCCC2)n1
2.8µM*	3%	-8%	CCOc1ccc(N(CC(=O)Nc2ccc(C)cc2)S(=O)(=O)c2c(C)[nH]c(=O)[nH]c2=O)cc1
1%	-2%	-22%	Cc1cccc(Cn2c(=O)c3c(nc4n3CCCN4Cc3ccccc3)n(C)c2=O)c1
-13%	0%	10%	O=C(Nc1ccncc1)C1CCN(S(=O)(=O)c2ccccc2C(F)(F)F)CC1
-4%	0%	-3%	COc1ccc(-c2nc(CN3CCN(Cc4ccccc4)CC3)c(C)o2)cc1

Results in GCN5L2 inh, for 5 of the compounds above:
smiles	GCN5L2 inh
CCN(Cc1cc2ccccc2[nH]c1=O)S(=O)(=O)c1ccccc1	-6%
COc1ccccc1-c1ccc2nnc(SC)n2n1	-4%
O=C(Nc1ccc(S(=O)(=O)Nc2nccs2)cc1)c1cc(-c2ccccn2)nc2ccccc12	-6%
COc1ccc(C(=O)NCCC2=CCCCC2)cc1[N+](=O)[O-]	2%
COc1ccccc1C(=O)CC1(O)C(=O)N(CC(N)=O)c2ccccc21 (stereo not given)	2%

More records
N370S GC mod	GCN5L2 inh	FEN1 inh	SMILES
nt	-3%	-4%	CC(C)c1cc(C(=O)NCc2ccccc2)no1
?	1%	-10%	COCCNC(=O)Cn1ncc2ccsc2c1=O
-3%	-1%	-6%	CCC(c1n[nH]c(=S)n1-c1ccccc1)N(C)C (stereo not given)
6%	-1%	-3%	Cc1ccccc1C(=O)Nc1c(C(=O)N2CCCC2)cnn1-c1ccccc1
0%	-1%	5%	CCOc1ccc(S(=O)(=O)N2CCC(C(=O)NCc3ccncc3)CC2)cc1
-7%	-3%	-17%	CC(C)c1ccc(OCc2ccc(C(=O)N(C)C)o2)cc1
17%	-4%	-1%	Cc1ccc(NC(=S)NCc2ccccn2)cc1
-3%	-1%	-3%	N#C/C(=C(/O)c1cc2ccccc2o1)c1nc2ccccc2s1
10%	44%[activator]	9%	Cc1cc(NC(=O)CSc2n[nH]c(-c3cccs3)n2)no1
-3%	-5%	-4%	CC(C)N(C(=O)Cc1ccccc1[N+](=O)[O-])C(C)C
6%	0%	-17%	CC(C)OC(=O)C(C#N)c1nc2ccccc2nc1N1CCCC1 (stereo not given)
nt	4%	-5%	CC(Sc1nc2ccccc2c(=O)[nH]1)C(=O)O (stereo not given)
-5%	-7%	?	Cc1cc(O)ccc1N=Cc1c(C(F)(F)F)[nH][nH]c1=O
-3%	-2%	-2%	CN(CC(O)Cn1cnc2c1c(=O)n(C)c(=O)n2C)c1ccccc1 (stereo not given)
nt	0%	3%	Cc1ccc(C(=O)Nc2cccc3cccnc23)cc1Cl
-13%	-3%	4%	Nc1nc(N2CCN(c3ccc(F)cc3)CC2)n[nH]1
-20%	-11%	6%	Cc1cc(NC(=O)CN2CCN(c3cccc(Cl)c3)CC2)no1
-7%	-13%	11%	CN(NC(=O)C(C)(C)C)c1nc(-c2ccccc2)nnc1C(F)(F)F
-19%	-6%	-1%	CCN(C(=O)c1cc(Cl)ccc1Cl)C1CCS(=O)(=O)C1 (stereo not given)
1%	-6%	0%	CCOC(=O)c1c(NC(C)=O)sc2c(OC)c(Br)ccc12

Looked up by compound from the list above:
N370S GC mod	GCN5L2 inh	FEN1 inh	SMILES
17%	-4%	-1%	Cc1ccc(NC(=S)NCc2ccccn2)cc1
-7%	-13%	11%	CN(NC(=O)C(C)(C)C)c1nc(-c2ccccc2)nnc1C(F)(F)F
10%	44%[activator]	9%	Cc1cc(NC(=O)CSc2n[nH]c(-c3cccs3)n2)no1
nt	0%	3%	Cc1ccc(C(=O)Nc2cccc3cccnc23)cc1Cl
1%	-6%	0%	CCOC(=O)c1c(NC(C)=O)sc2c(OC)c(Br)ccc12
0%	-1%	5%	CCOc1ccc(S(=O)(=O)N2CCC(C(=O)NCc3ccncc3)CC2)cc1
